Bioassay records: PubChem BioAssay, National Center for Advancing Translational Sciences (NCATS)
AmpC detergent: blocks E. coli AmpC beta-lactamase in detergent assay. P00811. AmpC hydrolysis of nitrocefin, absorbance 480 nm, 0.01% Triton. AID 485294. 370,000 tested, 0.041% active. Potency, µM (titrated, usually from 114 µM), for inactives: at the top dose activity change, negative = inhibition, actives largely listed as inhibitors;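 further: potency means the concentration at half of the fitted maximal effect; 0% = no-compound wells and -100% = no-enzyme wells; nearly all actives have a fitted effect of over 25% in size; some results filed as inactive show a strong effect at the top dose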
Target sequence (P00811 whole entry, looked up): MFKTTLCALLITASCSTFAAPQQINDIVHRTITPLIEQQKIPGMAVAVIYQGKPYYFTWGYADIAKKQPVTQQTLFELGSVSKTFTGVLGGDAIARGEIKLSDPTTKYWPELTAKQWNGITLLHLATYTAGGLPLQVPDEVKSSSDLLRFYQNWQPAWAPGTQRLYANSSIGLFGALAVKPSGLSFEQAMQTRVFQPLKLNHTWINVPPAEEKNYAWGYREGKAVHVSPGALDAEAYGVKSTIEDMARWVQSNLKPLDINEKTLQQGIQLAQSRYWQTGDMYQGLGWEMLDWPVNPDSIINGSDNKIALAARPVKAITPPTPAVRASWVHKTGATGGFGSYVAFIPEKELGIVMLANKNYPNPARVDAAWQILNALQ
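AmpC (5.3 nM in the dispensed reagent) in 20 mM phosphate pH 7.0 with 0.01% (detergent screen) or 0.0001% Triton X-100 was preincubated with compounds for 15 min at room temperature. Nitrocefin was then added from an 800 uM solution, and hydrolysis was followed at 480 nm.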
CHX counter: counter-screen hit for Shiga toxin inhibitors, cycloheximide; cell reporter, cycloheximide protein synthesis inhibition counterscreen; max response, %; 300,000 tested, 12% active; AID 2314; in the data active means max response mostly above about 13%, no sharp cut-off; inactive means mostly below about 14%; further: read at 38.3 µM for the half of the compounds with a filed dose; 0% is about no effect
Shiga inhibitor: inhibitors of Shiga toxin in Vero cells. Vero cells, Shiga toxin protein synthesis inhibition reporter. AID 2315. inhibition, % at 38.7 µM. 290,000 tested, 9.2% active; in the data active means inhibition mostly above about 28%, no sharp cut-off; inactive means mostly below about 43%; further: 0% is about no effect
AmpC no deterg: inhibitors of E. coli AmpC beta-lactamase without detergent; P00811; AmpC nitrocefin hydrolysis, absorbance 480 nm, 0.0001% Triton; Potency, µM (doses to about 57.1 µM), for inactives: top-dose activity change, negative = inhibition, most hits filed as inhibitors; 330,000 tested, 0.52% active;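 further: potency means the concentration at half of the fitted maximal effect; plate controls were no compound for no effect and no enzyme for full effect; nearly all actives have a fitted effect of over 20% in size; some results filed as inactive show a strong effect at the top dose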
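AmpC (5.3 nM in the dispensed reagent) in 20 mM phosphate pH 7.0 with 0.01% (detergent screen) or 0.0001% Triton X-100 was preincubated with compounds for 15 min at room temperature. Nitrocefin was then added from an 800 uM solution, and hydrolysis was followed at 480 nm.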
Giardia FBPA inh: inhibitors of Giardia lamblia fructose-1,6-bisphosphate aldolase; A8B2U2; purified Giardia FBPA; Potency, µM (top dose mostly 59.6 µM), for the others: at the highest dose activity, negative = inhibition, hits mostly inhibitors; 290,000 tested, 0.71% active; AID 2451; further: potency means the concentration at half of the fitted maximal effect; on the % scale 0 is the no-effect control and ±100 the full control effect; nearly all actives have a fitted effect of over 55% in size
Target sequence (A8B2U2 whole entry, looked up): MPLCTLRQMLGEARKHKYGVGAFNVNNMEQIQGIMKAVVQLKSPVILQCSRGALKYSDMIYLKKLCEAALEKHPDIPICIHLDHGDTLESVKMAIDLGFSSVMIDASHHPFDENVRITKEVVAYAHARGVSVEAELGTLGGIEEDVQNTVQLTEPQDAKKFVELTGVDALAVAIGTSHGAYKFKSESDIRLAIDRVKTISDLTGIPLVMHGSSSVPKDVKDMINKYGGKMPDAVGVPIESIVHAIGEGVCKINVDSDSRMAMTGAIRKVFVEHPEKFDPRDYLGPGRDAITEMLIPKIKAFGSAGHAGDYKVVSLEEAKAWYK
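40 nM FBPA preincubated 10 min at RT with compound (up to 57.5 uM final), then substrate plus GAPDH/TPI/NAD/arsenate coupling and diaphorase/resazurin added. Fluorescence read after 20 min at RT, 525/598 nm.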
AMA1 RON2 block: inhibitors of Plasmodium falciparum AMA1-RON2 interaction; AlphaScreen AMA1-biotinylated RON2 peptide binding; Potency, µM (titrated, usually from 58.2 µM), for the others: at the highest dose activity change, negative = inhibition, hits mostly inhibitors; 360,000 tested, 0.2% active; AID 720542;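 further: potency means the concentration at half of the fitted maximal effect; 0% = vehicle wells and -100% = peptide control; nearly all actives have a fitted effect of over 45% in size; some results filed as inactive show a strong effect at the top dose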
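AMA1 (3D7) with his tag at 25 nM final met compounds first, then biotinylated RON2 peptide at 25 nM; detection used donor plus acceptor beads, 10 µg/mL apiece, read by AlphaScreen after 30 min at room temperature.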
HCMV inh: inhibitors of human cytomegalovirus; 410,000 tested, 4.5% active; activity change, negative = inhibition, % at 57.5 µM; HFF cells, HCMV-luciferase reporter, 72 h; stronger effect = lower value; in the data active means activity change below about -60%; inconclusive means no clear call, values can overlap the other calls; inactive means above about -39%; further: on the % scale 0 is the no-effect control and ±100 the full control effect
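Screen run at 2 compound doses on HFFs infected with reporter HCMV, MOI 1 PFU/cell. Luciferase activity from cell lysates at 72 h post infection gave inhibition relative to buffer-only and Salinomycin wells.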
* marks the source's active call; other numbers are inactive results; ? = inconclusive; nt = not tested or not shown; & = joins results of further samples; [ ] = dose if it differs, or a comment. Unless noted, the call rests on the fitted dose curve; in most records, active means well fitted curve in the direction sought with a large enough effect; inconclusive means small, poorly fitted or top-dose-only effect, or another doubt; inactive means no such curve, though single readings can be large; an effect the other way counts as inactive or inconclusive.

Every second line gives: AmpC detergent	CHX counter	Shiga inhibitor	AmpC no deterg	Giardia FBPA inh	AMA1 RON2 block	HCMV inh
(1) CCCCCNC(=O)c1ccc2c(=O)n(CCCN3CCCC3=O)c(=S)[nH]c2c1
 : -7%	16	-2	-18%	?	55%[activator]	-28
(2) CC1(C)N=C(N)N=C(N)N1c1ccc(OCCCOc2ccccc2)c(Cl)c1
 : -8%	-6	-12	114%[activator]	-1%	14%	-100*
(3) Cn1c(SCC(=O)NC(=O)Cc2ccccc2)nnc1-c1ccc(F)cc1
 : nt	nt	nt	-7%	nt	-1%	4
(4) CCOC(=O)CSCc1cn2cc(Cl)ccc2n1
 : 3%	24*	54	-11%	-3%	5%	-19
(5) COc1ccc(/C=C(\C#N)C(=O)Nc2cc(C)c(Cl)cc2OC)cc1O
 : ?	-5	27	-29%	4%	-1%	?
(6) Fc1cccc(/C=N/Nc2nncc3ccccc23)c1
 : -15%	57*	85*	-9%	1%	-4%	201
(7) COc1ccc(S(=O)(=O)N2CCCC2CNC(=O)C(=O)NC2CCCCCC2)cc1 (stereo not given)
 : -13%	nt	nt	-1%	nt	-6%	-15
(8) COC(=O)c1sc(-c2ccccc2)cc1NC(=O)c1cc(OC)cc(OC)c1
 : ?	-3	-7	-19%	0%	11%	9
(9) COc1cc(OC)cc(C(=O)N/N=C2/SCC(=O)N2Cc2ccco2)c1
 : 3%	3	-5	-16%	-1%	0%	-24
(10) CC(=O)Nc1ccc(S(=O)(=O)N[C@H](C(=O)O)C(C)C)cc1
 : ?	-1	2	-17%	7%	-3%	0
(11) COc1ccc(OCC(=O)Nc2cc3c(cc2C(=O)O)OCCCO3)cc1
 : -1%	-1	-6	-21%	2%	-5%	25
(12) O=C(CCS(=O)(=O)c1ccccc1Cl)NCc1ccc(F)cc1
 : 9%	11	26	-4%	8%	12%	?
(13) CCCc1nnc(NC(=O)CC(=O)Nc2ccccc2C(=O)O)s1
 : 1%	5	-9	-14%	0%	-18%	23
(14) CCN(CC)S(=O)(=O)c1ccc(C(=O)N(c2ccc(C)cc2)C2C=CS(=O)(=O)C2)cc1 (stereo not given)
 : -5%	-1	10	62%[activator]	7%	31%[activator]	-39
(15) COc1cc(CNCCc2c[nH]c3ccccc23)cc(Cl)c1OCC(N)=O
 : -1%	1	-8	28%	-1%	-30%	26
(16) c1ccc(CN2CCN(c3nc4ccccc4s3)CC2)cc1
 : 3%	53*	96*	34%	15%	-4%	-14
(17) Nc1ccc(-c2nc3ccccc3s2)cn1
 : -5%	24	104*	90%[activator]	9%	20%	100
(18) Cc1ccc(SCc2cc(=O)c3c(=O)n(-c4ccccc4)[nH]c3[nH]2)cc1
 : -12%	3	-5	-43%	-10%	?	-10
(19) CN(C)S(=O)(=O)c1cccc(N=C2NN=C(c3ccccc3)CS2)c1
 : ?	2	1	-38%	0%	19%	?
(20) COc1cccc(S(=O)(=O)NCc2ccc(C(=O)Nc3cccc(Cl)c3)cc2)c1
 : ?	-3	-10	-52%	-7%	-2%	-12
(21) Cc1ccc(C)c(NC(=O)CN(C)C(=O)C2CCN(C(=O)Nc3ccccc3)CC2)c1
 : -1%	nt	nt	0%	nt	-12%	-33
(22) O=C(Nc1ccc(Cl)cc1Cl)N1CCN(c2ncccn2)CC1
 : 4%	27	23	-8%	1%	-4%	11
(23) CN=C(SCc1cc2c(cc1Cl)OCO2)c1c(O)n(C)c(=O)n(C)c1=O
 : -8%	-2	17	-32%	-16%	15%	-10
(24) Cc1csc(NC(=O)CSc2ccc(-c3ccccn3)nn2)n1
 : 3%	15	71	-33%	?	32µM*	31
(25) COc1ccc2c(c1)CCc1c(C(=O)NC3CCCCC3)noc1-2
 : ?	45*	59*	-15%	-19%	-3%	42
(26) O=C1Nc2cc(C(=O)N3CCC(N4CCCCC4)CC3)ccc2S/C1=C\c1ccccc1
 : -2%	-5	-13	143%[activator]	nt	-12%	-88*
(27) CCn1cc(/C=N/NC(=O)COc2cccc3cccnc23)c2ccccc21
 : ?	10	-3	197%[activator]	-10%	-17%	19
(28) S=C(Nc1ccc(Cl)cc1)N1CCN(Cc2ccccc2)CC1
 : 0%	-1	-19	23%	5%	-11%	4
(29) CCOC(=O)c1c(O)cc(C)[nH]c1=O
 : -13%&-9%	-3&-2	-5&10	-12%&4%	-7%&-12%	-4%	34
(30) CCC(=O)Nc1nc(-c2ccccc2)ns1
 : -14%	32*	61*	-24%	-7%	14%	29

2 entries from above, set out differently:
24	Cc1csc(NC(=O)CSc2ccc(-c3ccccn3)nn2)n1
  AmpC detergent = 3%	CHX counter = 15	Shiga inhibitor = 71	AmpC no deterg = -33%	Giardia FBPA inh = ?	AMA1 RON2 block = 32µM*	HCMV inh = 31
25	COc1ccc2c(c1)CCc1c(C(=O)NC3CCCCC3)noc1-2
  AmpC detergent = ?	CHX counter = 45*	Shiga inhibitor = 59*	AmpC no deterg = -15%	Giardia FBPA inh = -19%	AMA1 RON2 block = -3%	HCMV inh = 42

Some of the entries so far, as tab-separated lines.
nr	SMILES	AmpC detergent	CHX counter	Shiga inhibitor	AmpC no deterg	Giardia FBPA inh	AMA1 RON2 block	HCMV inh
18	Cc1ccc(SCc2cc(=O)c3c(=O)n(-c4ccccc4)[nH]c3[nH]2)cc1	-12%	3	-5	-43%	-10%	?	-10
19	CN(C)S(=O)(=O)c1cccc(N=C2NN=C(c3ccccc3)CS2)c1	?	2	1	-38%	0%	19%	?
20	COc1cccc(S(=O)(=O)NCc2ccc(C(=O)Nc3cccc(Cl)c3)cc2)c1	?	-3	-10	-52%	-7%	-2%	-12
21	Cc1ccc(C)c(NC(=O)CN(C)C(=O)C2CCN(C(=O)Nc3ccccc3)CC2)c1	-1%	nt	nt	0%	nt	-12%	-33

(listing goes on)
Every second line gives: AmpC detergent	CHX counter	Shiga inhibitor	AmpC no deterg	Giardia FBPA inh	AMA1 RON2 block	HCMV inh
(31) CC(C)(C)c1ccc(C(=O)NCc2nnc(SCC(=O)NC3CCCCC3)o2)cc1
 : 3%	9	18	142%[activator]	nt	37%[activator]	35
(32) Cc1ccccc1N=Nc1c(C)[nH]n(C(N)=S)c1=O
 : 1%	20*	67*	-15%	15%	70%[activator]	-36
(33) O=C(Nc1cccc(S(=O)(=O)NC2=NCCC2)c1)c1ccc(=O)[nH]c1
 : -3%	nt	nt	-6%	nt	0%	83
(34) COC(=O)c1sc(NC(=O)c2csc3c2CCCC3)nc1C
 : ?	52*	76*	-26%	-15%	?	4
(35) O=C(c1ccc(F)cc1F)N1CCCN(c2nc(-c3ccccc3)ns2)CC1
 : 1%	1	19	64%[activator]	17%	3%	20
(36) COc1cc2ccc(=O)oc2c(O)c1O
 : nt	nt	nt	nt	25µM*	41%[activator]	14
(37) COc1ccc(C(=O)N[C@H](C(=O)OCc2cc(=O)oc3cc(C)ccc23)C(C)C)cc1
 : -21%	7	6	-19%	3%	3%	-1
(38) O=C(O)CN1CCN(Cc2ccccc2)C1=O
 : -2%	12	-6	1%	8%	-1%	-2
(39) CCCCN(C(=O)c1ccc(N(C)S(=O)(=O)c2ccc(C)cc2)cc1)c1c(N)n(CCCC)c(=O)[nH]c1=O
 : ?	nt	nt	-30%	nt	3%	-1
(40) CCOC(=O)C(NC(=O)CC(C)C)(Nc1cc(C)on1)C(F)(F)F (stereo not given)
 : 6%	-4	-13	-3%	5%	6%	20
(41) CCOc1ccccc1OCCCC(=O)NNC(=O)c1nn(C)c(=O)c2ccccc12
 : 1%	nt	nt	31%	nt	74%[activator][11.6 µM]	-32
(42) N=C1c2ccccc2CN1c1ccc(N2CCOCC2)c(S(=O)(=O)Nc2ccc(Cl)cc2)c1
 : 2%	-2	-19	61%[activator]	2%	nt	-35
(43) Cc1ccc(/C=C/C(=O)NCCCc2ccccc2)cc1
 : ?	19*	14	-30%	-3%	-5%	-8
(44) CC(C)c1nc2sc3c(c2c(=O)n1N)CC(C)(C)OC3
 : -1%	12	-4	-2%	2%	-10%	-19
(45) CCc1nnc(NS(=O)(=O)c2ccc(NC(=O)/C=C/c3ccc(OC)cc3OC)cc2)s1
 : -8%	-5	21	-51%	10%	0%	-23
(46) COc1cc(OC)cc(C(=O)Nc2cccc(-c3ccc(N4CCOCC4)nn3)c2)c1
 : ?	nt	nt	-13%	nt	21%	-11
(47) COc1ccc(C(=O)N2CCN(S(=O)(=O)c3ccc4c(c3)OCCO4)CC2)cc1OC
 : 0%	nt	nt	78%[activator]	nt	0%	3
(48) O=C(NN1C(=O)c2ccccc2NC1c1ccccn1)c1ccc(Br)cc1 (stereo not given)
 : -14%	-2	11	-15%	0%	67%[activator]	18
(49) Cc1cccc(-n2c(Cc3ccccc3)nnc2SCc2ccc([N+](=O)[O-])cc2)c1
 : -8%	-3	-6	82%[activator]	-2%	-15%	-70*
(50) O=C1CN(C(=O)COC(=O)C2CCN(S(=O)(=O)c3ccccc3C(F)(F)F)CC2)c2ccccc2N1
 : -2%	1	16	64%[activator]	-2%	-12%	0
(51) COc1ccccc1C(=O)NC(=O)CSc1ccc(C)c(C)c1
 : nt	nt	nt	-4%	nt	7%	-22
(52) O=C1Nc2ccccc2O/C1=C\c1c(F)cccc1Cl
 : -1%	15	4	-23%	10%	0%	25
(53) COC(=O)c1cc(S(=O)(=O)N2CCN(c3cccc(OC)c3)CC2)cn1C
 : 4%	-5	11	10%	nt	1%	?
(54) COc1cc(OC)cc(N2CC(C)(C)C2=O)c1
 : 8%	-3	8	-6%	2%	0%	4
(55) CCOc1ccc(NC(=O)COC(=O)c2ccc3c(c2)OCO3)cc1
 : ?	nt	nt	-8%	nt	-6%	-15
(56) COc1cc(/C=C/C(=O)OCC(=O)NNC(=O)c2cc(Cl)ccc2OC)ccc1O
 : nt	nt	nt	-16%	nt	88%[activator]	30
(57) Cc1cnc(C(=O)OCC(=O)N2CCc3ccccc3C2)cn1
 : ?	1	-16	-1%	-4%	-4%	-8
(58) Cc1ccc2c(c1)CC1(CN2C)C(=O)NC(=O)N(c2ccc(C)c(C)c2)C1=O (stereo not given)
 : -13%	-7	-11	-36%	-18%	-2%	39
(59) Cn1c(=O)c2c(SCC(N)=O)nc(CC(C)(C)C)nc2n(C)c1=O
 : ?	-1	25	6.3µM*	?	0%	-2
(60) Cc1ccccc1OCc1nnc(SCC(=O)O)n1Cc1ccccc1
 : 1%	-2	-14	-18%	28%	-6%	35
(61) COc1ccc(-n2c(=O)c3ccccc3n(CC(=O)Nc3cc(C)on3)c2=O)cc1OC
 : -1%	-1	4	-23%	1%	12%	-12
